From PubChem BioAssay
tim10-1 inh – inhibits growth of tim10-1 mutant yeast; hit rate 2.2% among 330,000; S. cerevisiae tim10-1 ts strain growth, BacTiter-Glo, 24 h; inhibition, % at 20 µM;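 active = inhibition of at least 40%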;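 note: mutant grown at 25 °C; 0% = DMSO wells with yeast and 100% = wells holding no yeast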
UPR CHOP act – activators of apoptotic arm of unfolded protein response (CHOP). AID 449763. activation, % at 10 µM. hit rate 0.34% among 330,000. CHO-CHOP luciferase reporter, UPR activation, luminescence; percent of tunicamycin response over DMSO baseline;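 active = at 10 µM dose, activation of 40% or more, normalized to positive control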;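 note: 100% = tunicamycin at 10 µg/mL and 0% = DMSO alone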
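Test system: CHO-CHOP cells, stable luciferase reporter of PERK-eIF2a-CHOP signalling | Quantity: 500 CHO-CHOP cells per well | Buffer or medium: F12 plus 10% serum | Compound dosing: 10 µM single point, 0.5% DMSO | Schedule: 6 h compound treatment, 37 °C | Signal: Luciferase luminescence | Control set: Tunicamycin high control, DMSO low control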
APJ antag – blocks the human apelin receptor APJ. P35414. inhibition, % at 20 µM. CHO-K1 APJ beta-arrestin complementation, luminescence. hit rate 0.32% among 330,000;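 active = inhibition above about 40% at 20 µM, limit read from the data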;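 note: cells challenged with 10 nM apelin-13 agonist together with compound; plate controls were apelin-13 plus DMSO wells for no effect and DMSO wells lacking apelin-13 for full effect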
TIM10 inh – inhibits growth of TIM10 yeast strain; AID 463195; S. cerevisiae TIM10 strain growth, BacTiter-Glo luminescence, 24 h; hit rate 1.4% among 330,000; inhibition, % at 10 µM;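 active = inhibition of 40% or more at the single tested concentration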;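 note: wild-type TIM10 isogenic control strain grown at permissive 25 °C; 0% = DMSO yeast wells and 100% = minimal medium wells without yeast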
tim23-1 inh – tim23-1 yeast growth inhibition; S. cerevisiae tim23-1 growth, BacTiter-Glo luminescence, 24 h; hit rate 1.3% among 330,000; AID 463212; inhibition, % at 20 µM;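 active = growth inhibition of the mutant yeast at or above 50%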;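 note: temperature-sensitive mutant grown at 25 °C; plate controls were DMSO-treated mutant yeast for no effect and medium wells lacking yeast for full effect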
CXCR6 block – CXCR6 (human) receptor inhibition. hit rate 0.36% among 360,000. O00574. AID 602244. CHO-K1 PathHunter CXCR6 beta-arrestin, luminescence. inhibition, % at 20 µM; in the data active = inhibition above about 34%, passing the limit was not always enough;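 note: antagonist mode with CXCL16 agonist at 10 nM final; 0% = 10 nM CXCL16 with DMSO and 100% = unstimulated wells without agonist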
APJ ag – APJ receptor agonism. CHO-K1 APJ PathHunter beta-arrestin, luminescence; 0% DMSO wells, 100% apelin. activation, % at 20 µM. AID 2520. hit rate 0.11% among 330,000;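 active = activation more than six SD over the plate average, tested at 20 µM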;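 note: 0% = DMSO alone and 100% = apelin-13 at 10 nM; some results filed as inactive read as strong as hits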
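Material: engineered CHO-K1 APJ arrestin reporter cells; amount: 1000 CHO-K1 reporter cells seeded per well; incubation: compound stimulation 90 min at 25 °C, detection 60 min; signal: luminescent beta-gal fragment complementation, chemiluminescent substrate; read-out basis: APJ agonist activity; controls: DMSO-only wells as negative, 10 nM Apelin-13 as positive control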
Mdm2-MdmX inh – inhibitors of human Mdm2/MdmX interaction | O15151+Q00987 | SaOS-2 split-luciferase Mdm2/MdmX complementation, luminescence | inhibition, % at 8 µM | hit rate 3% among 330,000 | AID 485346;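 active = inhibition of at least 50% at 8 µM in the primary screen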
Target sequence (O15151 whole entry, looked up): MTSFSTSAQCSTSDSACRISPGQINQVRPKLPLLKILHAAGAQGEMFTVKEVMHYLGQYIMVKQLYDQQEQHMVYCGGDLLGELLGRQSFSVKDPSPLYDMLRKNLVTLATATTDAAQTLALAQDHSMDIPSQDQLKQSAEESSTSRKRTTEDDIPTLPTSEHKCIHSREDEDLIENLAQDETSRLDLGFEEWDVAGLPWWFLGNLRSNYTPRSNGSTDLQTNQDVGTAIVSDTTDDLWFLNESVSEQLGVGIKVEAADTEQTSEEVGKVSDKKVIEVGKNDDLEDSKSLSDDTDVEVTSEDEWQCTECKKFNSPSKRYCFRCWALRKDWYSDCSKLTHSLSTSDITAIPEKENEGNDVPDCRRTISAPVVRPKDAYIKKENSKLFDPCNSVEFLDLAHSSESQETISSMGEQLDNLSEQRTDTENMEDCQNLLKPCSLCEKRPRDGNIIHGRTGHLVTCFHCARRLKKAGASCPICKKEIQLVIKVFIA
Target sequence (Q00987 whole entry, looked up): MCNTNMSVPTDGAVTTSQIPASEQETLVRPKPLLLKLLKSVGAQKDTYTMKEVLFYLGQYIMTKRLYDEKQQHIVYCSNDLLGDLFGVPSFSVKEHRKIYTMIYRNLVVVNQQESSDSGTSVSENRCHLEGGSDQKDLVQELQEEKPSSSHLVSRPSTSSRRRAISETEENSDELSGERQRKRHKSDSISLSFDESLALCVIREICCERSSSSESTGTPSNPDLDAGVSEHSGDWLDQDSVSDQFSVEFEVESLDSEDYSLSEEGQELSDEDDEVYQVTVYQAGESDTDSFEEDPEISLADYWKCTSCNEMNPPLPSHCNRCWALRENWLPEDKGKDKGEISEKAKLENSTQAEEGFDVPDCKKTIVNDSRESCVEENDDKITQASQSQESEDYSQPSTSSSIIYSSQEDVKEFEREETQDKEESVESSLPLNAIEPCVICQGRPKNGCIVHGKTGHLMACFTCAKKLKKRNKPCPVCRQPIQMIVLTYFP
XBP1 UPR activ – activators of adaptive arm of unfolded protein response (XBP1) | CHO-XBP1 luciferase reporter, IRE1-XBP1 UPR activation, luminescence; percent of tunicamycin response, DMSO as zero | activation, % at 20 µM | hit rate 0.33% among 330,000 | AID 463104;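 active = versus positive control, 20 µM dose yields 30% or more activation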;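 note: 100% = tunicamycin at 10 µg/mL and 0% = DMSO only wells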
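Material: CHO-XBP1 cells stably carrying IRE1-XBP1-driven luciferase reporter | Medium: F12 with 10% serum | Compound dosing: 20 µM single concentration, DMSO 1% | Incubation: Overnight seeding at 37 °C, 6 h compound treatment at 37 °C | Detection: Steady-Glo luminescence read | Read-out basis: % activation of reporter signal versus tunicamycin and DMSO controls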
* hit, by the source's call.

Compound	tim10-1 inh	UPR CHOP act	APJ antag	TIM10 inh	tim23-1 inh	CXCR6 block	APJ ag	Mdm2-MdmX inh	XBP1 UPR activ
COC(=O)c1ccccc1NC(=O)CSc1nc2ccccc2c(=O)[nH]1	17.9	1.3	6.2	3.2	-16.0	-1.0	-2.2	20.3	4.4
Cc1nn(Cc2ccccc2)c(C)c1NC(=O)c1ccc([N+](=O)[O-])cc1[N+](=O)[O-]	10.1	0.9	-66.9	9.3	9.2	-18.9	5.2	-1.7	-3.5
CC#CC(=O)N1CCC(n2nccc2NC(=O)c2ccc3c(c2)OCO3)CC1	4.0	-1.4	-5.2	-1.9	5.0	-13.3	6.5	37.7	-5.3
CC(=O)N1CCc2cc(S(=O)(=O)NC(C(=O)NCc3ccccc3)C(C)C)ccc21 (stereo not given)	9.8	0.1	1.6	-4.4	11.3	2.0	0.8	7.8	-1.1
Cc1sc(NC(=O)CN2CCOCC2)c(C(=O)c2ccccc2)c1C	26.4	-2.8	-6.0	18.0	32.0	5.8	-4.2	-16.4	-1.4
c1ccc(-c2noc(-c3ccc4ccccc4c3)n2)cc1	22.7	-4.5	13.2	22.2	24.0	-1.3	-1.0	8.2	-7.5
COC(=O)c1c(C)nn(-c2ccc(F)c(Cl)c2)c1-c1cc(C)on1	19.8	-0.8	0.6	-5.4	4.8	10.3	-1.7	-3.9	3.5
COc1ccccc1Nc1nc(-c2ccc3c(c2)NC(=O)CO3)cs1	22.8	2.4	-12.5	29.2	4.0	-11.7	1.6	19.6	20.0
COc1ccccc1/C=C1\SC(=O)N(CCC(=O)NCCCn2ccnc2)C1=O	18.9	2.0	-2.6	-5.8	15.2	0.8	1.2	0.2	-4.4
CCOC(=O)C1(CCOC)CCN(Cc2cnc(-c3cccc(C)c3)nc2)CC1	9.3	0.0	1.2	3.8	13.0	-17.4	-2.6	5.0	1.0
O=C(N1CCOCC1)C1(c2ccccc2)CCCCC1	14.6	-1.9	3.1	-0.7	10.8	1.6	3.1	-10.4	1.7
CCn1c(/C=C2\C(=O)N(C)c3ccccc32)nc2ccccc2c1=O	45.5*	-1.0	-5.3	43.4*	51.6*	4.2	1.8	19.6	7.0
Cc1cc(NC(=O)C2CCN(S(=O)(=O)Cc3ccccc3)CC2)ccc1-n1cnnn1	12.2	2.4	-5.9	-5.4	-1.0	-8.8	5.6	26.8	-1.8
Cn1c(=O)oc2cc(S(=O)(=O)N3CCC(C(=O)N4CCN(c5ccc(F)cc5)CC4)CC3)ccc21	-1.8	1.0	-8.7	8.4	-9.4	-6.3	-3.3	10.9	-4.5
O=C(CSc1ncnc2nc[nH]c12)NCCc1ccccc1	11.7	-0.3	9.7	-16.0	3.1	-5.3	-4.5	14.5	-2.2
CCN(c1ccccc1)S(=O)(=O)c1cc(C(=O)NCC(c2ccco2)N2CCCCC2)ccc1C (stereo not given)	-8.7	-0.6	1.8	-6.7	-5.8	11.4	-0.4	10.9	-2.6
CCOc1ncccc1C(=O)OCC(=O)Nc1cc(C)ccc1C	14.1	-1.7	11.0	-2.9	16.4	9.1	-5.0	-2.0	0.9
Oc1ccc(/C=N/Nc2cc(N3CCCC3)nc(N3CCCC3)n2)cc1	20.4	3.6	0.8	22.3	27.3	-2.1	-3.7	29.2	25.2
CCN(C(=O)c1cc2c(=O)[nH]c3ccc(C)cc3c2s1)c1cccc(C)c1	-22.5	2.0	15.4	-21.8	1.5	-8.6	-0.6	50.0	9.6
N=C(N)N1CCc2ccccc21	-2.5	0.9	11.3	16.6	4.1	4.9	0.6	-8.3	-1.0
COc1ccc(C(=O)COC(=O)c2ccccc2NS(=O)(=O)c2ccc(O)c([N+](=O)[O-])c2)cc1	17.6	1.5	15.3	12.2	35.5	-1.0	-1.5	-12.1	-1.4
CC(=O)OC(C(=O)NC1CCCCC1)c1ccncc1 (stereo not given)	3.3	-0.4	16.9	6.9	19.4	5.5	-3.0	-4.9	-1.2
Cc1ccc2sc(NC(=O)CSc3nc(C)cc(C)c3C#N)nc2c1	4.2	6.5	-13.1	6.8	17.8	6.3	-2.3	-57.9	3.8
C=CCNCc1cccn1-c1ccccc1	6.4	0.2	19.4	-17.6	-7.8	-9.5	-1.6	31.3	1.5
Cc1cc(OCC(=O)NC2CC2)c2c(C)c(C)c(=O)oc2c1	11.7	1.2	14.0	-5.2	8.5	3.3	-1.2	26.1	5.3
O=C(Nc1nc(-c2ccco2)c(-c2ccco2)s1)C1CC(=O)N(c2ccc3c(c2)OCCO3)C1 (stereo not given)	16.9	-2.3	0.6	23.2	18.8	1.2	1.4	32.0	-4.2
COc1ccc(CN2CCN(c3ccccn3)CC2)c(OC)c1	-5.1	-0.3	1.2	-22.1	17.2	2.4	-0.5	-16.7	-1.3
Cc1ccc(C(=O)NC(C)C(c2cccs2)N2CCCC2)s1 (stereo not given)	-12.8	-1.5	6.6	-4.6	1.1	4.9	-0.2	8.4	-0.6
Cc1ccc(C)c(NC(=O)c2cc(S(=O)(=O)N3CCCCC3)c[nH]2)c1	7.5	-1.2	-2.9	7.0	11.6	8.3	-1.0	27.6	-1.0
Cc1nnc(N(Cc2ccco2)C(=O)c2ccno2)s1	10.6	0.5	8.0	3.6	9.3	0.3	-3.0	4.3	3.6

Some values from the results shown:
COc1ccc(CN2CCN(c3ccccn3)CC2)c(OC)c1 in CXCR6 block has 2.4
Cc1nn(Cc2ccccc2)c(C)c1NC(=O)c1ccc([N+](=O)[O-])cc1[N+](=O)[O-] in APJ antag has -66.9

Carrying on:
Compound	tim10-1 inh	UPR CHOP act	APJ antag	TIM10 inh	tim23-1 inh	CXCR6 block	APJ ag	Mdm2-MdmX inh	XBP1 UPR activ
O=[N+]([O-])c1ccccc1NCc1ccccc1Cl	6.3	-0.6	6.6	-2.2	22.0	11.5	1.0	0.6	3.5
COc1cccc2cc(C(=O)C3=C(O)C(=O)N(Cc4ccco4)C3c3cccnc3)oc12 (stereo not given)	9.2	-1.9	7.0	7.6	14.9	-0.3	6.1	34.0	0.7
COc1ccc(OCCCC(=O)Nc2nc(-c3ccccn3)cs2)cc1	-11.0	6.8	2.7	15.0	18.4	6.9	-2.3	28.6	1.5
CCOC(=O)N1CCC(=NNS(=O)(=O)c2cccc([N+](=O)[O-])c2)CC1	7.5	-0.9	-17.3	1.7	12.4	-6.6	-2.9	-34.1	0.7
COC(=O)c1ccccc1NC(NC(=O)c1ccco1)C(=O)c1ccccc1 (stereo not given)	16.9	1.1	-4.1	2.5	7.3	-12.4	-3.1	18.8	-1.2
CCOC(=O)N1CCC(NC(=O)c2cnn3ccccc23)CC1	2.0	1.7	-48.6	3.5	-0.8	-0.3	-2.1	12.4	-3.5
CCN(CC)CCNC(=O)C(C)c1nn(CC)c(=O)c2ccccc12 (stereo not given)	0.8	1.7	-21.2	-11.6	0.7	-3.5	-3.1	16.1	-2.5
O=C(O)c1ccc(N=NN2CCCCC2)cc1	2.8	4.3	3.1	9.5	8.7	0.6	-1.3	-21.1	-4.7
C=CCNC(=O)CN(c1ccccc1OCC)S(=O)(=O)c1ccc(C)cc1	23.0	-0.6	8.1	17.0	20.2	8.3	-4.2	4.2	0.9
CCOC(=O)C=Nc1c(N)n(C)c(=O)n(C)c1=O	6.7	1.0	13.9	-0.6	-1.7	1.7	-2.4	-0.5	1.2
COc1ccc(S(=O)(=O)N2CCC(C(=O)NCC3CCCO3)CC2)cc1C (stereo not given)	0.9	-1.8	14.1	-0.7	-2.5	-1.3	-2.2	16.8	0.7
Cc1cc(N2CCC(C)CC2)nc(-n2nc(C)cc2C)n1	38.4	86.5*	32.0	18.7	37.7	2.2	-6.9	16.0	3.0
CCCC(=O)c1ccc(N2CCN(C(=O)c3ccc(Br)cc3)CC2)c(F)c1	0.4	-0.4	-20.2	3.5	3.6	-4.4	2.6	23.0	-2.0
CCOc1ccccc1NC(=O)COc1cccc(-n2cnnn2)c1	22.1	-1.6	5.5	15.6	0.0	3.9	-0.2	-27.9	-0.4
COCCNC(=S)Nc1ccccc1[N+](=O)[O-]	-9.4	0.6	7.4	6.7	3.4	6.0	-3.6	-9.6	-4.6
O=C1CCCN1CCCn1cnc2c([nH]c3ccc(F)cc32)c1=O	9.3	2.3	-30.7	4.0	-7.9	0.8	-2.5	6.4	2.1
C/C(=N\NC(=O)Nc1ccccc1)c1ccccc1	8.4	0.0	8.1	9.7	-1.1	-5.2	0.3	-3.7	-0.9
O=C(CCS(=O)(=O)c1ccc(Cl)cc1)NCCc1c[nH]c2ccccc12	18.8	1.8	1.4	10.7	-0.8	-1.0	-3.9	15.3	-2.0
CCCC(=O)N(CC(=O)Nc1sc(C)c(C)c1C(N)=O)Cc1ccccc1	1.2	2.5	12.4	9.9	7.9	-0.3	-3.8	0.3	-2.4
COc1ccc2[nH]c(=O)c(CN(Cc3ccco3)C(c3nnnn3Cc3ccccc3)C(C)C)cc2c1 (stereo not given)	18.6	6.4	-1.3	-1.2	9.6	-6.9	3.1	10.9	-1.6
CSc1nnc2c(n1)c(C)nn2-c1ccc(C)cc1	0.7	4.8	16.3	-0.6	4.4	-0.4	-0.4	-5.4	1.4

Not all compounds are listed, so the mix of outcomes need not match the whole.
